# High-throughput results deposited in PubChem BioAssay by National Center for Advancing Translational Sciences (NCATS).
# L3MBTL1 inh – blocks human L3MBTL1. Q9Y468. AlphaScreen L3MBTL1–H3K9me1 peptide binding. Potency, µM (highest dose often 57.1 µM), without a hit: at the top dose activity, negative = inhibition, most hits filed as inhibitors. actives 0.66% (n = 230,000). AID 485360; further: on the % scale 0 is the no-effect control and ±100 the full control effect; nearly all actives have a fitted effect of over 60% in size
#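 Displacement of a biotinylated histone H3(1-15) peptide monomethylated at Lys9 (75 nM) from L3MBTL1 (50 nM) was measured by AlphaScreen after a 30 min room-temperature compound incubation; cefsulodin titration served as intraplate control.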
# Tau fluor counter – counter-screen for tau fibril formation inhibitors; Potency, µM (top dose mostly 57.7 µM), for inactives: at the highest dose activity change, negative = decrease; tau K18 P301L Alexa594 fluorescence, heparin fibrillization; AID 1463; actives 0.93% (n = 280,000); further: on the % scale 0 is the no-effect control and ±100 the full control effect; nearly all actives have a fitted effect of over 55% in size
#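 Human tau K18 P301L (15 uM unlabeled, 0.24 uM Alexa 594-labeled) in 100 mM sodium acetate pH 7 with 20 uM heparin, 6 hr at 37 C. ThT 30 uM added, 1 hr ambient; Alexa 594 FP and total fluorescence read at 555/632 nm.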
# TRb SRC2 PPI – inhibitors of human thyroid hormone receptor beta-SRC2 interaction | actives 0.065% (n = 280,000) | TRbeta-SRC2 peptide binding, fluorescence polarization; receptor liganded with 1 µM T3 | Potency, µM (series often up to 106 µM), for inactives: top-dose activity change, negative = inhibition, usual class: inhibitors | P10828;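 further: plate controls were bound peptide for no effect and peptide without receptor for full effect; nearly all actives have a fitted effect of over 50% in size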
# Target sequence (P10828 whole entry, looked up): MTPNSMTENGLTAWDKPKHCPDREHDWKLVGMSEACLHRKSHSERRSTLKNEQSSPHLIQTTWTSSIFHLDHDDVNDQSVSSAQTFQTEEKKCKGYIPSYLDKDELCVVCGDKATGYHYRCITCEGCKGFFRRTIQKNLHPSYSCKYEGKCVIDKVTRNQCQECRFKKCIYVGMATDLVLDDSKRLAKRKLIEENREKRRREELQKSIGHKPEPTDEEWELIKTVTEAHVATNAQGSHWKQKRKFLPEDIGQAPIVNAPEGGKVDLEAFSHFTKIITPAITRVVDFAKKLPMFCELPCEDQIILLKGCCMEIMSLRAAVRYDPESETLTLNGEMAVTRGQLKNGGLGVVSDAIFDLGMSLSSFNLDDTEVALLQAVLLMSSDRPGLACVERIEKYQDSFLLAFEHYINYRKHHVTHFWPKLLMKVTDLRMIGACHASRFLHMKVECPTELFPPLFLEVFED
#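 Quantitative HTS by FP: 0.6 uM TRb LBD, 20 nM labeled SRC2 20-mer, 1 uM T3, 5% DMSO; 5 hr ambient incubation; % activity per concentration and potencies from concentration series.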
# RECQ1 inh – blocks DNA unwinding by human RECQ1 | P46063 | RECQ1 DNA unwinding, red fluorescence kinetic read | Potency, µM (highest dose often 57.3 µM), without a hit: top-dose activity, negative = inhibition, usual class: inhibitors | actives 0.54% (n = 240,000) | AID 2549;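 further: plate controls were vehicle for no effect and no enzyme for full effect; nearly all actives have a fitted effect of over 30% in size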
#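 50 nM RECQ1T1 preincubated 15 min with compound in Tris pH 8.0 buffer with MgCl2, DTT, Tween-20 and 2.5 ug/ml poly(dI-dC); started with 200 nM TAMRA/BHQ-2 forked duplex and 2 mM ATP. Unwinding read as fluorescence (525/598 nm), two reads 2 h apart.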
# HTT cytoprotect – Huntington cell model cytoprotection by ATP luminescence; AID 1471; actives 0.14% (n = 230,000); PC12 HTT-Q103 induced, cytoprotection, ATP luminescence, 40 h; Potency, µM (doses to about 56.4 µM), for the others: cytoprotection (ATP increase), most hits filed as activators;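 further: % of control where 0% means no effect; nearly all actives have a fitted effect of over 45% in size; toxic huntingtin expression switched on by the ecdysone agonist tebufenozide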
#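 PC12 cells with ecdysone-inducible HTT exon 1 Q103-GFP, induced with 100 nM tebufenozide and co-treated with library compounds in a dose series (1536-well, 1500 cells/well). Cytoprotection read as ATP content by ATPlite luminescence.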
# Tau ThT inhib – inhibitors of human tau fibril formation, thioflavin T binding | AID 1460 | Potency, µM (titrated, usually from 57.4 µM), without a hit: top-dose activity, negative = inhibition, actives largely listed as inhibitors | recombinant tau K18 P301L (four-repeat tau fragment), heparin-induced fibrillization, ThT fluorescence | actives 2.1% (n = 270,000) | P10636; further: on the % scale 0 is the no-effect control and ±100 the full control effect; nearly all actives have a fitted effect of over 55% in size
# Target sequence (P10636 561-689 P618L limits assumed): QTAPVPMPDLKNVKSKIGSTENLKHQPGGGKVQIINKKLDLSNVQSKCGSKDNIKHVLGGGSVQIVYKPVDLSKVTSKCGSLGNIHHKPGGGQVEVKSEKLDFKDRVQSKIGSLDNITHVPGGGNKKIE
#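 Aggregation was driven by heparin (20 uM final) acting on recombinant tau […] bearing P301L in 100 mM sodium acetate pH 7; fibrils were detected with Thioflavin T.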
# TexasRed fluor – counter-screen for TRb-SRC2 inhibitors: fluorescence interference; TRb/SRC2 Texas Red total fluorescence interference; Potency, µM (top dose mostly 106 µM), without a hit: top-dose fluorescence change, negative = quenching; actives 0.29% (n = 280,000); AID 1479; active means well fitted curve in either direction with a large enough effect; inconclusive means small, poorly fitted or top-dose-only effect; further: on the % scale 0 is the no-effect control and ±100 the full control effect
#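 Human TRb ligand-binding domain at 0.6 uM with 20 nM Texas Red SRC2 peptide in Tris buffer containing 1 uM T3 and 5% DMSO, incubated with compound 5 h at ambient temperature. Total fluorescence (555/632 nm) calculated as parallel + 2 × perpendicular.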
# Tau FP inhib – tau fibrillization inhibition (FP); K18 P301L tau heparin fibrillization, Alexa594 FP, 6 h; Potency, µM (highest dose often 57.7 µM), for the others: top-dose activity, negative = inhibition, usual class: inhibitors; AID 1468; actives 0.39% (n = 280,000); P10636; further: on the % scale 0 is the no-effect control and ±100 the full control effect; nearly all actives have a fitted effect of over 55% in size
#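 Human K18 P301L fragment (15 uM unlabeled plus 0.24 uM Alexa 594-labeled) in 100 mM sodium acetate pH 7 with compound, aggregation induced by 20 uM heparin for 6 hr at 37 C. ThT (30 uM) added for 1 hr, then Alexa 594 FP read.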
# * marks the source's active call; other numbers are inactive results; i = inactive; ? = inconclusive; . = not tested or not shown; & = joins results of further samples; [ ] = another dose, or the depositor's remark. Unless noted, the call rests on the fitted dose curve; in most records, active means well fitted curve in the direction sought with a large enough effect; inconclusive means small, poorly fitted or top-dose-only effect, or another doubt; inactive means no such curve, though single readings can be large; an effect the other way counts as inactive or inconclusive. Potency means the concentration at half of the fitted maximal effect.
# The first three compounds (preview)
SMILES,L3MBTL1 inh,Tau fluor counter,TRb SRC2 PPI,RECQ1 inh,HTT cytoprotect,Tau ThT inhib,TexasRed fluor,Tau FP inhib
O=C(CN1C(=O)C2(SCC(=O)N2c2ccc(F)cc2)c2ccccc21)NC1CCCCC1 (centres undefined),.,3%,-2%,.,.,6%,0%,4%
O=C(CN1C(=O)CCC1=O)Nc1ccc(Br)cc1,-3%,-22%,-2%,15%,-3%,-10%,-3%,-10%
CCOc1ccccc1NS(=O)(=O)c1cccs1,.,1%,8%,0%,-13%,1%,-1%,-2%

# Results, previewed entries included:
SMILES,L3MBTL1 inh,Tau fluor counter,TRb SRC2 PPI,RECQ1 inh,HTT cytoprotect,Tau ThT inhib,TexasRed fluor,Tau FP inhib
O=C(CN1C(=O)C2(SCC(=O)N2c2ccc(F)cc2)c2ccccc21)NC1CCCCC1 (centres undefined),.,3%,-2%,.,.,6%,0%,4%
O=C(CN1C(=O)CCC1=O)Nc1ccc(Br)cc1,-3%,-22%,-2%,15%,-3%,-10%,-3%,-10%
CCOc1ccccc1NS(=O)(=O)c1cccs1,.,1%,8%,0%,-13%,1%,-1%,-2%
COc1ccc(C(=O)ON=C2CCN(c3ccc([N+](=O)[O-])cc3)CC2)cc1,-3%,-25%,-1%,-3%,-6%,?,-1%,-6%
CC(=O)c1c(C)[nH]c(C(=O)OCc2cccc(Cl)c2)c1C,-9%,-17%,-2%,-15%,-32%,-11%,2%,-7%
Cc1c(Cl)cccc1NC(=O)CC(c1ccc(F)cc1)N1Cc2ccccc2C1=O (centres undefined),.,-21%,4%,.,.,-2%,-4%,-5%
CCCN1C(=O)/C(=C2/C=Cc3ccccc3N2CC)SC1=S,?,?,?,-13%,-54%[inhibitor],?,?,1%
COc1ccc(CCNC(=O)c2n[nH]c(=O)c3ccccc23)cc1,8%,0%,-1%,-17%,-5%,0%,-2%,0%
Cc1cc(C)cc(N(CC(=O)NC2CCCCCC2)S(=O)(=O)c2c(C)[nH]c(=O)[nH]c2=O)c1,.,?,-9%,0%,-3%[10 µM],.,-2%,12%
Cc1oc(-c2ccccc2F)nc1CN1CCC(C(=O)NCCC2=CCCCC2)CC1,0%,-3%,6%,-4%,-18%[0.074 µM],-6%,3%,4%
O=C(CCC(=O)c1ccc(F)cc1)OC1CCOC1=O (centres undefined),1%,0%,-14%,-11%,-13%[10 µM],-1%,3%,-2%
CO[C@@H]1[C@@H]2OP(=O)(O)OC[C@H]2O[C@H]1n1c(Sc2ccc(Cl)cc2)nc2c(N)ncnc21,.,-12%,11%,-8%,-67%[inhibitor],-14%,4%,2%
CCN(CC)S(=O)(=O)c1cccc(NC(=O)COC(=O)c2ccc(Br)o2)c1,.,?,5%,-5%,8%,-14%,-4%,-15%
O=C(NCc1ccccn1)Nc1ccc(Cl)c(Cl)c1,7%,-28%,-4%,4%,-25%[10 µM],-8%,-1%,?
Cn1ncc(Cl)c1C(=O)N1CCN(c2ncccn2)CC1,-2%,2%,-10%,i,-27%,-1%,2%,0%
Cc1cnc(C(=O)Nc2ccccc2-n2cccc2)cn1,?,-10%,9%,-1%,10%[1.9 µM],-16%,-4%,-5%
CCN(CC)C1CCCCC1NS(=O)(=O)c1ccc(Cl)cc1 (centres undefined),8%,17%,-21%,i,-5%[10 µM],21%,2%,-3%
O=C(CCSc1nnc(-c2ccncc2)o1)Nc1ccc(Cl)cc1,.,-16%,-12%,1%,-39%[inhibitor][10 µM],-18%,1%,-4%
Cc1c(Cl)cccc1NC(c1ccc(F)cc1)c1nnc(-c2ccccc2)o1 (centres undefined),.,-1%,4%,.,.,1%,2%,-4%
O=Cc1c(-c2ccc(F)cc2)nc2ccccn12,1%,-3%,-4%,i,-29%,-5%,1%,-3%
Cc1nnc(NC(=O)Cn2nc(C)c3ccccc3c2=O)s1,12%,10%,-7%,i,18%[10 µM],5%,0%,-2%
CCCc1ccc(-c2cc(NC(=O)CSc3nnc(N)s3)n(-c3ccccc3)n2)cc1,-4%,?,1%,-2%,-26%[10 µM],?,-2%,?
CCNC(=S)N/N=C(\C)c1cccc(OC)c1,.,-5%,2%,-16%,-37%[inhibitor],-7%,-3%,-1%
Cc1ccc(OCC(=O)Nc2cc(S(=O)(=O)N3CCCCC3)ccc2C)c([N+](=O)[O-])n1,0%,-25%,3%,-4%,16%[10 µM],-11%,-1%,-8%
CCN(CC)c1ccc(-c2c(C#N)c(N)nc(OC)c2C#N)cc1,35%[activator][11.4 µM],-23%,-2%,i,7%,?,0%,-5%

# Following part:
SMILES,L3MBTL1 inh,Tau fluor counter,TRb SRC2 PPI,RECQ1 inh,HTT cytoprotect,Tau ThT inhib,TexasRed fluor,Tau FP inhib
N#Cc1nc(COc2ccc(Cl)cc2)oc1N1CCCC1,-8%,-14%,-6%,-9%,-19%,-5%,-3%,-8%
CC(=O)OC1CC(OC(C)=O)[C@]2(C)C(CC(OC(C)=O)[C@]3(C)C2CC[C@@]2(C)C(c4ccoc4)OC(=O)C4O[C@]432)C1(C)C (some centres undefined),.,-8%,-4%,-4%,-34%[inhibitor],-6%,0%,3%
O=C(NC1CCCCC1)c1cc2nc3c(c(C(F)(F)F)n2n1)CCCC3,7%,0%,-20%,-18%,-10%[10 µM],2%,-2%,5%
O=C(Nc1ccccc1Cl)c1ccccc1,.,-2%,-3%,i,-2%,-5%,-1%,3%
Cc1cc(NC(=O)C2C3C=CC(C3)C2C(=O)O)no1 (centres undefined),.,-10%,-15%,5%,11%,-8%,1%,-7%
COc1ccc(-n2ncc3c(NCCCn4ccnc4)ncnc32)cc1,-8%,5%,1%,12%,-39%[inhibitor],-12%,-2%,3%
Cc1cc(O)cc(C)c1Cl,.,-21%,3%[201 µM],-1%,-6%&-14%,-8%,-2%[201 µM],3%
CN(Cc1ccco1)C(=O)c1ccc2c(c1)N(Cc1ccccc1F)C(=O)c1ccccc1S2,.,-11%,-15%,.,.,-10%,?,3%
Cc1cccc(NC(=O)CSc2nnc(NC(=O)Nc3ccccc3)s2)c1C,.,-17%,-2%,.,.,-1%,0%,?
CCCCCC(=O)Nc1nnn(CCC)n1,.,0%,-8%,i,19%,-5%,1%,3%
Cc1ccc2[nH]c3c(c2c1)CN(C)CC3,?,-8%,1%,22%,7%[10 µM],-10%,-2%,8%
Cc1ccc(OCCSc2cc(C)nc(N)n2)cc1,4%,-12%,-8%,-10%,5%,?,1%,-2%
Fc1ccccc1-n1ncc2c1ncn1nc(Cc3ccccc3)nc21,.,-7%,1%,.,.,-16%,-3%,-3%
COc1cc(/C=C/C(=O)O)cc(S(=O)(=O)N2CCCc3ccccc32)c1OC,-19%,-10%,8%,-2%,-20%[10 µM],-8%,-1%,-3%
O=C(Nc1cccc2cccnc12)c1ccc(F)cc1,.,-21%,3%,.,.,-11%,-2%,-4%
COc1ccc2c3c(cccc13)N(C)N=C2C,1%,?,-6%,-7%,-50%[inhibitor],7.1µM*,-1%,?
COc1ccccc1OCCNC(=O)c1cc(=O)[nH]c2ccccc12,.,-4%,-4%,4%,0%[10 µM],-3%,-1%,-4%
CC(C)(C)NC[C@H](O)COc1nsnc1N1CCOCC1,-2%&1%,9%&-9%&-5%,-1%,17%,-13%,6%&-15%&-9%,-2%,12%&-4%&-3%
CC(C)NC(=O)COC(=O)c1cc(Br)ccc1Cl,6%,0%,2%,-4%,-9%[1.9 µM],-1%,4%,6%
CCOC(=O)N1CCC(NC(=O)c2ccc3c(c2)N(Cc2ccccc2)C(=O)c2ccccc2S3=O)CC1 (centres undefined),.,-2%,1%,.,.,4%,-7%,2%
O=c1[nH]nc(Cc2ccc(Cl)cc2)c2ccccc12,-4%,-11%,-2%,i,2%[10 µM],-3%,-6%,-6%
CSCCC(NS(=O)(=O)c1ccc2c(c1)oc(=O)n2C)C(=O)NC1CCCc2ccccc21 (centres undefined),.,-9%,-1%,-3%,-28%,-16%,-4%,1%
O=C1/C(=C/c2ccc(Cl)cc2)NC(=S)N1Cc1cccnc1,6%,-11%,-2%,i,8%[10 µM],-4%,6%,-20%
COc1ccc2nc(SCC(=O)N3CCNC3=O)[nH]c2c1,-4%,-9%,-5%,-8%,-19%,-11%,-5%,-2%
O=C(Cn1nnc2ccccc21)OCC(=O)c1ccc(Cl)c(Cl)c1,-17%,2%,-9%,4%,22%[10 µM],-5%,-2%,1%

# (continued)
SMILES,L3MBTL1 inh,Tau fluor counter,TRb SRC2 PPI,RECQ1 inh,HTT cytoprotect,Tau ThT inhib,TexasRed fluor,Tau FP inhib
O=C(CSc1nnc(-c2cccnc2)n1Cc1ccco1)NCc1ccc2c(c1)OCO2,-9%,5%,10%,i,-16%,7%,-3%,5%
CC(=O)[C@]1(O)CCC2C3C=C(Cl)C4=CC(=O)C5CC5[C@@]4(C)C3CC[C@]21C (some centres undefined),.,-8%,-7%,i,-25%,2%,0%,-6%
O=C1CC[C@H](N2C(=O)c3ccccc3C2=O)C(=O)N1,-1%,3%,1%,-12%[25.9 µM],-1%,-6%,-3%,8%
CCOC(=O)c1ccccc1NC(=O)CN1C(=O)c2ccccc2S1(=O)=O,.,0%,6%,i,5%[0.074 µM],3%,0%,3%
CCCc1cc(C(=O)Nc2sc(C)c(C)c2C(=O)OCC)no1,1%,2%,1%,-8%,-13%[10 µM],-1%,-2%,-5%
COCCn1c(C)cc(C(=O)COC(=O)c2ccc(Br)o2)c1C,.,-8%,7%,-3%,-31%[inhibitor],-12%,-2%,1%
CSc1ccccc1NS(=O)(=O)c1ccc2c(c1)OCCO2,-7%,-6%,4%,-8%,-4%[0.074 µM],2%,0%,-4%
Cc1c(CC(C)C)nc(N)c(C#N)c1-c1ccccc1,.,-8%,-5%,-8%,-10%,-12%,-1%,-9%
O=C(/C(=C/c1ccccc1)c1ccccc1)N1CCCCC1,1%,-1%,-25%,i,-9%,-1%,-1%,-2%

# The list is partial. The share of hits here may be higher or lower than overall.
